Screening data: PubChem, National Center for Advancing Translational Sciences (NCATS)
IMPase_cell_inh – cell-permeable inhibitors of inositol monophosphatase (IMPase); P97697; CHO-M1 cells, IP1 accumulation, HTRF TR-FRET ratio; inhibition (IP1 accumulation), % at 46.1 µM; 120,000 tested, under 10 active; AID 901; active = well fitted curve in the direction sought with a large enough effect in the signal ratio, not every such curve was filed as active; the % refers to the signal ratio;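 note: cells stimulated with carbachol in lithium chloride buffer; plate controls were DMSO basal wells for no effect and reference inhibitor wells for full effect; higher means more IMPase inhibition seen as more IP1 and lower FRET ratio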
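The IP-One HTRF competitive assay in carbachol-stimulated CHO-M1 cells quantifies cellular IP1. Compounds spanned up to 46 uM final, and activity is expressed as AC50 from concentration-response fits of the ratio and donor data.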
Numbers without * were called inactive. The list is partial; rates above refer to the full screens.

SMILES IMPase_cell_inh
Cc1ccc(C)c(NC(=O)Cn2cc(C(=O)c3ccco3)c3ccccc32)c1 -5
COc1cc(C(c2c(C)[nH][nH]c2=O)c2c(C)[nH][nH]c2=O)ccc1OC(=O)c1ccccc1F 4
